# Apaf1 inhib: blocks human Apaf-1 apoptosome activity. 330,000 compounds, 0.71% hits. reconstituted apoptosome caspase-3 activity, DEVD-Rh110 fluorescence. O14727. inhibition, % at 20 µM; active means inhibition of at least 40% at 20 µM;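 further: plate controls were DMSO wells for no effect and DEVD-CHO caspase inhibitor wells for full effect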
#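 Assay system: Apoptosome proteins | Medium: pH 7.5 Hepes buffer with CHAPS, BSA, DTT | Also added: Cytochrome c and DEVD-Rh110 substrate | Times: 30 min plus 50 min, RT | Detection: Rhodamine 110 fluorescence at Ex 480/Em 540 nm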
# SENP8 block-1: SENP8 protease inhibition. AID 2540. Q96LD8. inhibition, % at 10 µM. 330,000 compounds, 1.2% hits. purified SENP8, Z-RLRGG-aminoluciferin cleavage, luminescence; in the data active means inhibition above about 50%
# Target sequence (Q96LD8 whole entry, looked up): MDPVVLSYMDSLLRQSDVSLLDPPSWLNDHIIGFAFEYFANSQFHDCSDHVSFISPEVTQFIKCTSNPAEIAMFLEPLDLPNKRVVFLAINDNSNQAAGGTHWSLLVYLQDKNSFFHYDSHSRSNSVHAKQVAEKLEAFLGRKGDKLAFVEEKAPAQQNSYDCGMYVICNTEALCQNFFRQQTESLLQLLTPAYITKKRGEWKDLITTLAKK
# SENP6 block: inhibitors of human SENP6 protease | inhibition, % at 10 µM | Recombinant SENP6 catalytic domain, aminoluciferin luminescence | AID 2599 | Q9GZR1 | 330,000 compounds, 1.8% hits;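 active means inhibition above about 50% at the single tested dose, limit read from the data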;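 further: plate controls were DMSO wells with enzyme for no effect and DMSO wells lacking enzyme for full effect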
# HKDC1 inh: inhibitors of human hexokinase HKDC1; Q2TB90; recombinant HKDC1, G6PDH/diaphorase resazurin coupled fluorescence; inhibition, % at 20 µM; 340,000 compounds, 0.16% hits;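 active means inhibition above about 35% when tested at 20 µM, limit read from the data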;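 further: plate controls were DMSO wells with enzyme for no effect and DMSO wells lacking enzyme for full effect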
# Target sequence (Q2TB90 whole entry, looked up): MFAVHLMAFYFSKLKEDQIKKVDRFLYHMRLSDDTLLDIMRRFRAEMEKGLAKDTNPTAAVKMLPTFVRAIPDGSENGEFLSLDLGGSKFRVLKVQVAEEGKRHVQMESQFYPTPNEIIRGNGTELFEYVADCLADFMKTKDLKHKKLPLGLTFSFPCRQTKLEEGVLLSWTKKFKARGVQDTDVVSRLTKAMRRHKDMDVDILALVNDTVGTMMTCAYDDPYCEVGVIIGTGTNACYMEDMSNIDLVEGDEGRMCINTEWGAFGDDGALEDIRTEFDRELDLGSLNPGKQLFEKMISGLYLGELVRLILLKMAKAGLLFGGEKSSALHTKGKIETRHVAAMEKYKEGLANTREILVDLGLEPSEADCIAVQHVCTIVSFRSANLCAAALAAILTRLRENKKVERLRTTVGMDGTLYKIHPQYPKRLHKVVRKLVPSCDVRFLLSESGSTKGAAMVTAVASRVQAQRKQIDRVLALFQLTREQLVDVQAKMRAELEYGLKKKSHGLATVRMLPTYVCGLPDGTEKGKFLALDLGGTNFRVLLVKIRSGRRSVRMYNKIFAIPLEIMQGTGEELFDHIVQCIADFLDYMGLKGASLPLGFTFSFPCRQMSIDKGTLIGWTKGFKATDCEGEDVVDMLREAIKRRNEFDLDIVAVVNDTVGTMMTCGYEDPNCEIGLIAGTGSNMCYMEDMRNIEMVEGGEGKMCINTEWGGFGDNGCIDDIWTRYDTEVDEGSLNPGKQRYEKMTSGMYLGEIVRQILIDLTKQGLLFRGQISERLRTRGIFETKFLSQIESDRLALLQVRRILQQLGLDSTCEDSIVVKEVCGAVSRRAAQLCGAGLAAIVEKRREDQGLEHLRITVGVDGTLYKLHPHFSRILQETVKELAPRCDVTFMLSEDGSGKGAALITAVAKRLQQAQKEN
#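 Material – in-house recombinant HK5 (HKDC1) enzyme · Quantity – HKDC1 at 5 µg/mL · Buffer or medium – pH 8.0 Tris buffer with 10 mM MgCl2 · Reagent – glucose with 1 mM ATP · Dosing – single 20 µM dose · Times – reaction time 90 min, room temperature, protected from light · Technique – resorufin fluorescence at 613 nm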
# SENP8 block-2: SENP8 (human) protease inhibition; Q96LD8; recombinant SENP8, Nedd8 substrate fluorescence; inhibition, % at 20 µM; 360,000 compounds, 0.64% hits; AID 602440; in the data active means inhibition mostly above about 40%, no sharp cut-off; inactive means mostly below about 27%
# PfGluPho inh: PfG6PD (Plasmodium falciparum) enzyme inhibition; PfGluPho enzyme, NADPH resazurin-diaphorase fluorescence; 350,000 compounds, 0.78% hits; inhibition, % at 20 µM;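 active means inhibition reaching at least a set limit at 20 µM in the primary screen, cut at about 59% in these data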;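 further: 0% = DMSO wells with substrate and 100% = DMSO wells lacking glucose-6-phosphate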
# SENP7 block: inhibitors of human SENP7 protease | inhibition, % at 5 µM | AID 434973 | recombinant SENP7, Z-RLRGG-aminoluciferin luminescence, 40 min | 330,000 compounds, 1.5% hits;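 active means inhibition above about 50% at the single test dose, limit read from the data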;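 further: plate controls were DMSO with enzyme for no effect and no enzyme buffer wells for full effect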
# NALP3 yeast inh: NALP3 inhibition in yeast. Yeast reconstituted NLRP3/ASC/caspase-1, beta-gal luminescence, 24 h. inhibition, % at 10 µM. 330,000 compounds, 0.39% hits. AID 2825;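 active means inhibition of 50% or more; inactive means inhibition below 50%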;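 further: plate controls were induced DMSO wells for no effect and uninduced yeast grown without galactose for full effect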
# SENP1 inh: SENP1 (human) catalytic domain inhibition; Q9P0U3; recombinant SENP1 catalytic domain, CyPet-SUMO1-YPet FRET cleavage; inhibition, % at 10 µM; 360,000 compounds, 0.21% hits; AID 624204;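 active means inhibition at least 30% at 10 µM, raw YFP signal under a set limit, fluorescence ratio 0.5 to 1.5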;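 further: 0% = enzyme with DMSO and 100% = no enzyme wells; some results filed as inactive read as strong as hits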
#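 material = recombinant human SENP1 catalytic domain, His6-tagged | quantity = 20 pM enzyme | reagent = 25 nM SUMO1 FRET substrate | compound dosing = 10 µM single point, 0.5% DMSO | timing = 50 min enzyme reaction, room temperature, light-protected | detection = FRET, CFP and YFP emission | control set = no-enzyme low, enzyme-DMSO high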
# * marks the source's active call; other numbers are inactive results; · = no result given.
SMILES,Apaf1 inhib,SENP8 block-1,SENP6 block,HKDC1 inh,SENP8 block-2,PfGluPho inh,SENP7 block,NALP3 yeast inh,SENP1 inh
CN(C)C(=O)Cn1nc(-c2ccccc2)c2ccccc2c1=O,-3.1,3.9,3.3,-3.6,19.7,5.0,10.8,13.6,-1.1
O=C(Cn1cnc([N+](=O)[O-])n1)NCCO,-7.6,4.5,14.0,2.0,3.8,13.8,-0.2,0.5,3.2
COC(=O)c1ccc(NC(=S)NNC(=O)c2ccccc2)cc1,-7.9,8.5,-1.8,-5.1,-15.6,-20.6,19.3,33.6,0.2
O=C(c1ccccc1)n1c(=O)c(F)cn(COCCBr)c1=O,-2.1,-9.5,-23.0,-2.8,6.9,-3.7,15.2,11.9,1.2
CCCCCCC(C)NC(=S)Nc1cc(S(=O)(=O)N(C)C)ccc1C (stereo not drawn),13.1,-9.8,-9.6,0.7,3.3,18.2,-6.8,0.6,0.4
CCC(=O)NCC(c1cccs1)S(=O)(=O)c1ccc(C)cc1 (stereo not drawn),-0.8,-14.7,0.9,-5.3,1.1,-2.3,7.2,3.3,1.2
CC1(c2ccc([N+](=O)[O-])cc2)NC(=O)N(CC(=O)Nc2ccc(N3CCCCC3)cc2)C1=O (stereo not drawn),32.7,2.5,-15.7,-2.1,8.3,-17.1,0.1,22.4,1.2
CC1CCN(c2ccccc2NC(=S)NC(=O)C(C)(C)C)CC1,20.7,5.2,6.1,17.3,8.8,6.7,-1.6,25.4,-1.7
CN1Cc2ccccc2CC1CNCc1c(C(=O)N2CCCC2)nc2ccccn12 (stereo not drawn),-5.3,-1.6,-23.4,-11.4,4.3,13.6,-9.7,1.8,0.0
Cc1cc(S(=O)(=O)N2CCCOC2CNC(=O)C(=O)NCCCN2CCOCC2)ccc1F (stereo not drawn),-10.1,0.8,-12.2,-5.5,0.4,-3.7,2.4,5.7,0.6
Cc1cc(NC(c2cccnc2)c2ccc3cccnc3c2O)no1 (stereo not drawn),-5.2,1.4,1.9,-7.4,17.7,-15.8,11.0,24.2,3.4
Cc1ccc2oc(-c3ccc(NC(=O)c4ccncc4)cc3O)nc2c1,11.3,6.3,5.8,-2.9,-351.2,6.7,-2.7,-7.7,-5.8
N#CC1=C(N)N2C(=C(C#N)C1c1ccccc1)Sc1ccccc12 (stereo not drawn),-1.7,-2.4,-13.6,·,·,·,11.4,5.5,·
C=C1C(=O)C2=CC1CCC(=O)C1(C)CCC(OC(C)=O)C(C)(C)C1CC2O (stereo not drawn),·,·,·,0.9,3.3,0.2,·,·,0.0
COc1cc2c(=O)n(-c3ccc(C)cc3)c(=O)n(CC(=O)c3ccc4c(c3)OCO4)c2cc1OC,8.5,-2.4,-26.3,-4.0,9.6,-5.6,6.2,10.0,-1.6
Cn1ccnc1/C(=N\NC(=O)c1ccccc1)c1cccc([N+](=O)[O-])c1,-9.9,9.2,14.5,-9.9,11.4,10.6,-0.8,6.6,1.8
Oc1ccc(N2CCN(C(=S)NCc3ccccc3)CC2)cc1,-1.5,6.2,-0.9,20.1,11.7,51.6,-1.7,-1.8,1.8
Fc1cccc(F)c1CN1CCN(c2ncccn2)CC1,-16.0,-2.7,4.1,-8.6,14.5,5.0,1.9,15.7,2.6
Cc1ccc(Nc2nc(C(=O)NCc3ccco3)cs2)cc1,5.2,-5.9,-4.8,-3.2,7.6,29.5,4.7,13.5,2.4
CCC(=O)N1CCN(c2ccccc2NC(=O)COc2ccccc2Cl)CC1,-2.5,-3.2,-15.9,-1.2,2.9,-1.9,-1.0,15.1,0.6
COc1cccc(-c2nc(CS(=O)(=O)CC(=O)NC3CCCc4ccccc43)c(C)o2)c1 (stereo not drawn),19.6,-4.2,-6.4,8.8,1.0,-7.1,-3.8,15.3,0.4
CC1CCN(C(=O)CSc2nnc3ccc(-c4cccnc4)nn23)CC1,-0.4,1.2,2.8,6.4,-58.2,-0.7,-8.4,3.8,1.5
COc1ccc(CC(=O)Nc2ccccc2C(=O)N2CCOCC2)cc1,7.1,-12.3,-9.6,-8.7,1.6,5.8,-11.4,4.6,-1.6
Cc1cc(C)cc(C(=O)NCC(=O)N2CCN(c3cccc(Cl)c3)CC2)c1,13.3,12.1,2.3,-2.1,4.6,5.4,-0.3,40.7,-1.1
COC(=O)c1nn(C23CC4CC(CC(C4)C2)C3)c2c1C(=O)N(c1ccc(F)cc1)C2=O,20.3,-1.6,5.8,-3.1,26.9,-5.7,7.2,8.3,2.4

# Results in SENP8 block-1 and SENP6 block, for 3 of the compounds above:
compound	SENP8 block-1	SENP6 block
CN(C)C(=O)Cn1nc(-c2ccccc2)c2ccccc2c1=O	3.9	3.3
O=C(Cn1cnc([N+](=O)[O-])n1)NCCO	4.5	14.0
COC(=O)c1ccc(NC(=S)NNC(=O)c2ccccc2)cc1	8.5	-1.8

# The listing picks up; the two compounds before the break are reprinted first.
SMILES,Apaf1 inhib,SENP8 block-1,SENP6 block,HKDC1 inh,SENP8 block-2,PfGluPho inh,SENP7 block,NALP3 yeast inh,SENP1 inh
Cc1cc(C)cc(C(=O)NCC(=O)N2CCN(c3cccc(Cl)c3)CC2)c1,13.3,12.1,2.3,-2.1,4.6,5.4,-0.3,40.7,-1.1
COC(=O)c1nn(C23CC4CC(CC(C4)C2)C3)c2c1C(=O)N(c1ccc(F)cc1)C2=O,20.3,-1.6,5.8,-3.1,26.9,-5.7,7.2,8.3,2.4
COc1ccc2cc(CN(Cc3ccco3)C(=S)NCC3CCCO3)c(=O)[nH]c2c1 (stereo not drawn),11.2,3.3,-7.0,-4.6,-13.9,66.7*,8.0,17.6,-0.2
Oc1ccccc1C=NCC(O)c1ccccc1 (stereo not drawn),-17.8,-1.5,-8.1,-8.8,5.1,0.9,3.0,10.3,1.1
Cc1oc(CSCCSCc2cc(C(=O)O)c(C)o2)cc1C(=O)O,-1.6,-4.0,4.9,0.4,7.0,0.6,-6.2,10.2,1.2
C=CCN(c1ccc(C(=O)N2CCCC2)cc1)S(C)(=O)=O,-15.7,4.7,5.7,-3.7,14.6,-11.7,3.5,8.6,2.1
CCOC(=O)C1C(=O)NC(N2CCCCC2)=NC1c1ccccc1 (stereo not drawn),-3.5,-12.4,-15.7,-0.7,9.4,1.6,-2.0,10.2,-0.6
COc1cccc(NC(=S)N(C)C2CCN(C)CC2)c1,-2.3,-0.8,1.4,-4.8,10.9,-5.4,1.9,4.5,5.1
CC1(C)Cc2c(cnn2-c2cccc(F)c2)C(NC(=O)CN2CCCC2=O)C1 (stereo not drawn),-6.4,-3.2,3.0,-4.0,-0.6,-6.9,18.8,6.0,1.3
O=C1NC(CCc2ccccc2)C(=O)N1CCOc1cccc(Br)c1 (stereo not drawn),10.4,6.9,14.1,-3.0,13.5,-9.0,3.8,6.7,-1.3
CC1CCN(S(=O)(=O)c2ccc3c(c2)N(CC(=O)NCCCOC(C)C)C(=O)CO3)CC1,2.5,-7.3,-14.3,-3.2,9.9,5.9,-23.0,4.4,1.6
O=C(CNC(=O)c1ccc(Br)cc1)NCC(=O)OCC(=O)c1ccc(F)cc1,11.1,-0.2,-12.2,-4.0,8.2,14.3,2.2,4.1,-1.0
CC(=O)Nc1ccc(S(=O)(=O)N2CCC(C(=O)NCCC(=O)NCc3ccccc3)CC2)cc1,19.7,2.6,-0.1,0.0,16.7,8.6,2.2,12.5,2.0
Nc1nonc1-n1nnc(C(=O)N/N=C/c2ccccc2F)c1CN1CCOCC1,-8.2,1.5,1.5,-0.7,-6.6,19.3,5.7,14.0,-101.9
O=C(COc1ccc(Cl)cc1)Nc1nc(-c2cccs2)cs1,13.1,0.4,1.7,1.4,9.6,12.5,4.7,28.0,-1.2
C/C=C/C=C/C(=O)N1CC[C@]23c4ccccc4N[C@H]4N(C)c5cccc6c5[C@]42CCN([C@H]6C2OC2(C)C)[C@H]13 (stereo partly drawn),17.1,3.9,13.0,1.7,0.9,28.2,7.1,0.5,-3.2
Cc1ccc(CCNC(=O)Cn2cccc2)cc1,-0.7,-0.1,8.2,-7.1,6.9,11.9,-1.6,-0.6,-1.8
O=C(CSCc1ccccc1)NNc1c(F)c(F)cc(F)c1F,8.6,-2.0,5.5,-4.9,16.8,-0.4,5.8,8.8,2.4
CCOc1ccccc1NC(=O)CN1CCC(NC(=O)Nc2ccccc2)CC1,11.9,-5.5,-6.9,-4.4,13.5,-11.7,-3.8,-0.5,0.7
CCOc1ccc(S(=O)(=O)Nc2ccc(C(=O)NN)cc2)cc1,-4.8,2.0,-8.4,7.2,22.2,5.0,2.5,-23.5,1.0
O=C(NCCOC(=O)c1cccs1)c1cccnc1,-5.1,1.2,9.1,1.2,15.7,-4.9,4.6,-16.3,2.1
C=CCn1c(SCc2ccc3c(c2)OCO3)nc2scc(-c3ccco3)c2c1=O,4.8,2.5,-9.0,11.2,-7.2,23.1,-5.4,1.3,-9.2
Cc1ccnc(N2CCC(C(=O)NC3CCCCCC3)CC2)n1,1.7,3.1,-2.2,-3.5,-71.9,-6.3,6.7,1.5,-4.6
c1ccc2c(c1)CCOC2CNCCCN1CCCCC1 (stereo not drawn),·,·,·,-2.0,25.6,10.5,·,·,-1.4
CNC(=O)c1cc(S(=O)(=O)N2CC(C)OC(C)C2)ccc1N1CCCCC1 (stereo not drawn),2.2,-6.8,-4.0,-4.5,-4.5,-13.7,-12.2,17.4,0.1
Cc1ccc(NC(=O)C2CCN(S(=O)(=O)c3ccc4ccccc4c3)CC2)nc1,22.0,-6.6,-3.4,7.8,14.5,8.1,6.0,15.8,0.4
OCC1(Cc2cccc(C(F)(F)F)c2)CCN(Cc2cc(F)cc(F)c2)CC1,4.6,-2.7,-14.5,5.7,9.8,22.5,0.8,17.5,1.1
# Next part:
SMILES,Apaf1 inhib,SENP8 block-1,SENP6 block,HKDC1 inh,SENP8 block-2,PfGluPho inh,SENP7 block,NALP3 yeast inh,SENP1 inh
CCOC(=O)N1CCC(NC(=O)c2ccc3c(c2)N(Cc2ccc(F)cc2)CCS3)CC1,21.0,-2.2,10.9,-3.7,-402.8,21.7,2.4,13.0,-2.3
C/C(=N\NC(=O)CSc1nc(C)cc(C)n1)c1ccc2c(c1)OCCO2,12.8,-8.4,-17.5,-8.7,-0.4,-2.7,-1.4,24.3,1.9
NS(=O)(=O)c1ccc2nc(NC(=O)c3ccc4ncsc4c3)sc2c1,5.8,-0.2,-2.3,3.0,-334.7,39.4,8.5,26.9,-23.6
COc1ccc(N2CCN(C(CNC(=O)C(=O)NCc3cccs3)c3ccco3)CC2)cc1 (stereo not drawn),-7.8,-1.9,-6.3,-0.3,16.0,11.9,3.2,17.0,1.9
O=C(c1cnn2c(C(F)(F)F)cc(-c3ccccc3)nc12)N1CCCCC1c1cccnc1 (stereo not drawn),-1.7,-2.0,5.6,-3.9,-170.0,5.0,0.4,8.7,-15.3
CCCOc1ccc(C2/C(=C(/O)c3ccccc3)C(=O)C(=O)N2CCCN(C)C)cc1OC (stereo not drawn),-1.6,1.9,-9.1,-2.3,7.7,-6.7,-3.7,25.2,0.4
Cc1ccc(CN2CCN(Cc3ccon3)CC2CCO)cc1 (stereo not drawn),-7.0,3.6,-17.6,-5.0,3.2,-2.7,-4.8,2.7,-1.7
